# OX1R antag-1 – blocks the human orexin 1 receptor; inhibition, % at 5 µM; hit rate 0.43% among 330,000; CHO/OX1R cells, Fluo-8 calcium fluorescence, orexin A; AID 434989; O43613;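 active = inhibition above its plate's threshold, mean inhibition of all tested compounds on the plate plus 3 SD, cut at about 37% in these data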;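 note: 0% = orexin A challenge wells and 100% = SB-334867-A antagonist wells; not every result past the cut was called active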
# Target sequence (O43613 whole entry, looked up): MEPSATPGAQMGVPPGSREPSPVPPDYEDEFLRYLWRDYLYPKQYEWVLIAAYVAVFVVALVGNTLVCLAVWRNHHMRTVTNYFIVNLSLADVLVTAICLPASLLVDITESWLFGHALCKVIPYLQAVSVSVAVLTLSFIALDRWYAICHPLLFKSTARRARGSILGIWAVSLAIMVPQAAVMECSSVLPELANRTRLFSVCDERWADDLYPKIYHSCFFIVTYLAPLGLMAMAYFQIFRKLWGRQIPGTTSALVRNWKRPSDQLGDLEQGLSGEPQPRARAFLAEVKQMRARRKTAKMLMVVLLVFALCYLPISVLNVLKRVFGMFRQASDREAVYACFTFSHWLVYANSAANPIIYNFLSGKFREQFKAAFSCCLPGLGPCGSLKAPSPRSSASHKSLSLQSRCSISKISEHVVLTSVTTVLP
# OX1R antag-2 – OX1R (human) antagonism; O43613; OX1R-expressing cells, FRET antagonist read-out; inhibition, % at 6.6 µM; hit rate 1.8% among 330,000; AID 485270; in the data active = inhibition mostly above about 38%, no sharp cut-off; inactive = mostly below about 40%;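 note: 0% = agonist challenge alone and 100% = reference antagonist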
# * = called active by the depositor; & = joins results of further samples. Hits appear at their usual frequency; any-hit rate near 2%.
# Values in the order: OX1R antag-1, OX1R antag-2
O=C(CC1C[C@H](C(=O)N2CCOCC2)[C@@]2(CCC3CCCC3)c3[nH]c4ccccc4c3CCN2C1=O)NCc1ccco1 (some centres undefined)
    -25.2, 0.9
Cc1ccc(/C=C/c2onc(C)c2S(=O)(=O)N2CCC(C(=O)N3CCCCC3)CC2)cc1
    -41.9, -2.0
COc1cc(/C=N/N=C2/SCC(=O)N2c2ccc(O)cc2)ccc1O
    4.0, 6.1
Cc1ccsc1/C=C1/SC(N2CC(C)OC(C)C2)=NC1=O (centres undefined)
    -4.5, 34.5
CC(=O)c1cccc(NC(=S)N2CCc3ccccc32)c1
    -13.5, 7.9
CNS(=O)(=O)c1ccc2c(c1)C(=O)c1cc(S(=O)(=O)NC)ccc1CC2
    23.4, 10.8
O=C(c1cccc(F)c1)n1nnc2ccccc21
    -12.1, 16.4
COc1cc(NC(=O)C2CCCC2)c(OC)cc1Cl
    -3.0, 20.9
CC1CCCN(S(=O)(=O)c2ccc(NC(=O)C3CCN(C(=O)c4ccco4)CC3)cc2)C1 (centres undefined)
    -7.3, 27.2
c1ccc(CSC2=NNC(c3ccccn3)S2)cc1 (centres undefined)
    10.1, 9.8
O=C(Nc1cc(Cl)ccc1N1CCCC1)C1=NN(c2ccccc2)C(=O)CC1
    -42.6, -1.6
CC(C)CC(=O)Nc1c2c(nn1-c1cccc(Cl)c1)CS(=O)(=O)C2
    1.5, 6.9
Cc1ccc(CN2C(=O)CCC2C(=O)NCCN2CCN(c3cccc(Cl)c3)CC2)cc1 (centres undefined)
    -22.3, 17.1
CCCc1cc(-c2ccc3c(c2)COc2c4ccccc4nn2-3)on1
    -37.5, 40.5
CN(C)C(=S)Oc1ccccc1-c1ccccc1OC(=S)N(C)C
    -34.1, 13.6
Cc1ccc(/C(=N\O)c2oc3c(C)c4oc(=O)cc(C)c4cc3c2C)cc1
    -61.2, 31.7
Cc1ccc(P(=O)(O)c2ccc(C)cc2)cc1
    -11.0, 8.2
O=C(NCC(=O)N(c1cccc(F)c1)C(C(=O)NC1CCCC1)c1ccco1)c1ccco1 (centres undefined)
    -44.3, 17.0
CCNc1nc(NC(C)C)nc(NS(=O)(=O)c2ccc(N)cc2)n1
    -17.9, 9.6
COc1cc([C@@H]2[C@H]3CN(C)CC=C3C(C#N)=C(N)C2(C#N)C#N)cc2c1OCO2
    -5.8, 6.2
O=C(Nc1ccccc1)Nc1cccc(-c2cn3cccnc3n2)c1
    -29.9, 13.1
Cc1ccc(S(=O)(=O)N(C)c2cc(S(=O)(=O)N3CCOCC3)c(C)cc2C)cc1
    -27.8, 8.4
CCN1CCN(C(CNS(=O)(=O)c2ccc(Cl)cc2)c2cccnc2)CC1 (centres undefined)
    -18.4, 14.8
CC/C(=C/c1sc2ccc(C)cc2[n+]1CCO)SC
    -13.8, 13.8
Brc1ccc(/C=N/n2cnnc2)s1
    2.3, 22.9
COc1ccc(/C=C/C(=O)Nc2cc(C(F)(F)F)ccc2Cl)cc1
    -20.1, 23.1
COCCNC(=S)NC1CC2CCCC(C1)N2Cc1cccs1 (centres undefined)
    -4.6, 3.6
COCCn1c(-c2ccc(OC)c(OC)c2)nc2ccccc21
    -1.6, 11.4
CC(C(=O)Nc1ccccc1-c1ccccc1)N1CCOCC1 (centres undefined)
    -10.8, -2.5
CCCOC(=O)C1[C@H]2C(=O)N(C(C)c3ccc(OC)cc3)C[C@]23C=C[C@H]1O3 (some centres undefined)
    -5.9, 15.7

# (cont.)
# Values in the order: OX1R antag-1, OX1R antag-2
CCOC(=O)N1CCN(Cc2nc3cc(NC(=O)CC(C)C)ccc3n2CC)CC1
    -13.3, 3.2
O=C(CCN1CCN(c2ccccc2)CC1)Nc1ccc(OCc2ccccc2)cc1
    -11.0, 10.6
O=C(CN1CCN(C(=O)c2ccco2)CC1)Nc1cc(Cl)ccc1Cl
    -19.4, 25.2
O=C(NCCc1ccccc1)c1ccc(CS(=O)(=O)c2ccc(Br)cc2)o1
    -31.8, 8.4
O=C(CCCN1C(=O)/C(=C\c2cccs2)SC1=S)Nc1ccc(C(=O)O)cc1
    -14.7, 26.5
COc1ccc(N2CCCn3c2nc2c3c(=O)n(Cc3ccc(C)cc3)c(=O)n2C)c(OC)c1
    -43.0, 15.8
COc1cc2c(cc1OC)C(c1ccccc1O)N(C1CC(=O)N(c3ccccc3)C1=O)CC2 (centres undefined)
    -34.8, 12.2
Nc1nnc(SCc2ccc(F)cc2Cl)s1
    -15.6, 5.2
COc1ccccc1CNC(=O)COC(=O)CNS(=O)(=O)c1ccc(NC(C)=O)cc1
    -7.8, -1.2
CCc1ccccc1NC(=S)/N=C(\N)Nc1nc(C)c2cc(C)ccc2n1
    -32.6, 4.4
Cc1[nH]nc(SCC(=O)NCCc2ccccc2)c1[N+](=O)[O-]
    1.3, 8.6
CCOc1cc(C(=O)NCCN2CCOCC2)cc(OCC)c1OCC
    -12.4, 4.6
NS(=O)(=O)c1ccc(NC(=O)CSc2ncn[nH]2)cc1
    -6.8, -0.8
CN(C)C(CNC(=O)c1cc(Br)ccc1Cl)c1ccco1 (centres undefined)
    1.4, 3.9
Cc1cc(NC(=O)CCC(=O)N(CC(=O)NC2CCCC2)c2ccc(Cl)c(Cl)c2)no1
    -18.0, 0.9
O=C(NCCCO)c1cc2ccccc2[nH]1
    -7.5, 2.2
O=C(Nc1ccccc1C(=O)N1CCOCC1)c1ccc(CSc2ccccc2)cc1
    -10.0, 10.2
CC1CN(C(=O)c2cccc(COc3ccc(Br)cc3)c2)CC(C)O1 (centres undefined)
    -21.0, 13.2
C=C(C)Cn1c(CCNC(=O)C(C)(C)C)nc2ccccc21
    -25.2, 14.8
C/C(=N/O)c1ccccn1
    -0.8, 6.3
Oc1ccccc1N=Cc1c(O)ccc2oc3c(c12)CCCC3
    -4.5, 45.2
Cc1[nH]c(=O)[nH]c(=O)c1S(=O)(=O)N1CCC(C(=O)NC(C)c2ccccc2)CC1 (centres undefined)
    -4.8, 35.6
CCCCNC(=O)c1c(O)c2cccc3c2n(c1=O)CCC3
    -38.6, 2.5
COc1ccc2c(c1O)C(=O)c1ccccc1C2=O
    -2.3, 9.1
O=C(O)Cn1c(SCc2cccc3ccccc23)nc2ccccc21
    -16.1, 33.1
CC(C)CCC(C(=O)O)C(C)CC(=O)NNC(=O)c1ccco1 (centres undefined)
    -3.8&-2.8, 0.2&-0.5
COC(=O)c1ccc(COc2cc(C)ccc2C)o1
    6.1, -2.4
CCc1ccc(OCC(=O)OCC(=O)NCCNC(=O)COC(=O)COc2ccc(CC)cc2)cc1
    -14.3, 1.4
C[C@@H]1C[C@H]2[C@@H]3C[C@H](F)C4=CC(=O)C=C[C@]4(C)[C@@]3(Cl)[C@@H](O)C[C@]2(C)[C@H]1C(=O)COC(=O)C(C)(C)C
    1.2, 14.4
COc1ccc(NC(=O)C2CC2)cc1-n1cnnn1
    -17.1, 12.9

# Another view of part of the listing above.
SMILES,OX1R antag-1,OX1R antag-2
Cc1[nH]c(=O)[nH]c(=O)c1S(=O)(=O)N1CCC(C(=O)NC(C)c2ccccc2)CC1 (centres undefined),-4.8,35.6
O=C(NCCc1ccccc1)c1ccc(CS(=O)(=O)c2ccc(Br)cc2)o1,-31.8,8.4

# (cont.)
# Values in the order: OX1R antag-1, OX1R antag-2
Cc1noc(NS(=O)(=O)c2ccc(NC(=O)C34CCC(CC3)C4)cc2)c1C
    -8.7, -0.2
C/C=C(\C)C(=O)Nc1cccc(C2=NOC3(C2)C[C@@H](C(N)=O)N(C(=O)c2cc([N+](=O)[O-])cc([N+](=O)[O-])c2C)C3)c1 (some centres undefined)
    -17.9, 22.3
COc1ccc(C2=NOC(C(=O)Nc3cccnc3)C2)cc1OC (centres undefined)
    -15.0, 11.6
N#C/C(=C\c1ccc(O)c(O)c1)C(=O)c1ccc(O)c(O)c1
    -7.6, 17.0
CCOC(=O)C1=CN(Cc2ccco2)S(=O)(=O)N(C)C1c1cccc(OC)c1 (centres undefined)
    -16.0, 7.8
O=C(CSc1n[nH]c(=O)n1Cc1ccccc1)Nc1ccc(F)c(F)c1F
    -14.2, 11.2
CN(C)CCCNCC(=O)c1c(-c2ccccc2)n(C)c2ccccc12
    -35.7, 6.6
CC(C)NC(=O)CSc1nccc(-c2cccs2)n1
    -21.0, 17.9
O=C(CNC(=O)c1cccs1)c1ccc(F)cc1
    -14.9, 10.3
Cn1c(=O)c2c(ncn2Cc2ccc(Cl)cc2)n(C)c1=O
    -28.2, 14.7
COc1cc(NC(=O)c2ccccc2)c(OC)cc1NC(=O)CN1CCOCC1
    -38.5, 8.2
CCOc1ccccc1CN1C(=O)NC(C)(c2ccccc2)C1=O (centres undefined)
    -18.7, 22.1
CCn1c(-c2cccnc2Cl)nc2ccccc21
    0.8, 12.9
CCN1CCCc2cc(CN(CCN3CCOCC3)C(=S)Nc3ccc(OC)cc3)ccc21
    -33.6, 12.5
CC(O)c1nc2ccccc2n1Cc1ccc([N+](=O)[O-])cc1 (centres undefined)
    -10.9, 8.9
CCOc1ccc(OCCC(=O)OCC(=O)Nc2cc(OCC)c(N3CCOCC3)cc2OCC)cc1
    6.5, 16.3
CCn1c(CC(=O)Nc2cccc(Cl)c2Cl)nnc1SCCOc1ccc(OC)cc1
    -21.7, 17.0
Cc1ccc(S(=O)(=O)N(Cc2ccccc2Cl)C(=O)N2CCN(C)CC2)cc1
    -4.6, 1.2
COc1ccccc1C(=O)O/N=C(\N)c1ccc(Cl)cc1
    -26.3, 0.8
COc1ccc(CN2CCOC2=O)cc1OC
    -1.7, 13.4
O=C1CC(c2ccccc2)CC(O)=C1C=Nc1ccccc1Cl (centres undefined)
    -19.3, 6.0
COCCN(C(=O)COC(=O)CSc1ccc(Cl)cc1)c1c(N)n(Cc2ccccc2)c(=O)[nH]c1=O
    -17.9, 13.0
Cc1ccc(NC(=O)CSCC(=O)Nc2cc(Cl)ccc2N2CCOCC2)cc1
    -31.1, 12.5
COC(=O)c1c(C)[nH]c(C)c1-c1ccc(C)cc1
    4.6, 16.9
CCOc1ccc(N2CC(C(=O)NCc3ccc4c(c3)OCO4)CC2=O)cc1 (centres undefined)
    -24.2, 5.6
COc1ccc(NC(=O)Nc2cccc3c2O[C@H](CN(C)C(=O)Nc2ccc4c(c2)OCO4)[C@@H](C)CN([C@H](C)CO)C3=O)cc1
    -6.2, 29.2
O=C(Nc1ccc(Oc2ccccc2)nc1)C1CCCCN1Cc1cccc(O)c1 (centres undefined)
    -0.6, 11.8
CCN1C(=O)C(NC(C)=O)c2cc(Br)ccc21 (centres undefined)
    -23.0, 35.6
COc1ccc(CNC(=O)Cn2ccc([N+](=O)[O-])n2)cc1OC
    0.3, 8.9
O=C(CN1CCN(C/C=C/c2ccccc2)CC1)NCc1ccccc1
    -28.9, 5.9

# Filtered by structure: those above containing an NH in an aromatic ring
# Values in the order: OX1R antag-1, OX1R antag-2
O=C(CC1C[C@H](C(=O)N2CCOCC2)[C@@]2(CCC3CCCC3)c3[nH]c4ccccc4c3CCN2C1=O)NCc1ccco1 (some centres undefined)
    -25.2, 0.9
Cc1[nH]nc(SCC(=O)NCCc2ccccc2)c1[N+](=O)[O-]
    1.3, 8.6
NS(=O)(=O)c1ccc(NC(=O)CSc2ncn[nH]2)cc1
    -6.8, -0.8
O=C(NCCCO)c1cc2ccccc2[nH]1
    -7.5, 2.2
Cc1[nH]c(=O)[nH]c(=O)c1S(=O)(=O)N1CCC(C(=O)NC(C)c2ccccc2)CC1 (centres undefined)
    -4.8, 35.6
O=C(CSc1n[nH]c(=O)n1Cc1ccccc1)Nc1ccc(F)c(F)c1F
    -14.2, 11.2
COCCN(C(=O)COC(=O)CSc1ccc(Cl)cc1)c1c(N)n(Cc2ccccc2)c(=O)[nH]c1=O
    -17.9, 13.0
COC(=O)c1c(C)[nH]c(C)c1-c1ccc(C)cc1
    4.6, 16.9

# (listing goes on)
# Values in the order: OX1R antag-1, OX1R antag-2
COc1ccc(N(C)S(=O)(=O)c2cccc(C(=O)NC3=NCCS3)c2)cc1
    -7.0, 25.0
O=[N+]([O-])c1ccccc1N/N=C\c1ccccc1Cl
    -9.1, 13.9
CCOc1ccccc1CN1CCNC(=O)C1CC(=O)N(C)CCc1ccccn1 (centres undefined)
    -6.5, 8.5
COc1ccc(S(=O)(=O)N2CCOCC2)cc1NC(=O)COc1cccnc1[N+](=O)[O-]
    -12.2, 8.9
O=C(c1ccc([N+](=O)[O-])cc1)N1CCN(C2=NS(=O)(=O)c3ccccc32)CC1
    -0.8, 54.9
Cc1ccc(NC(=O)CCN2CCN(C/C=C/c3ccccc3)CC2)cc1C
    0.1, 8.2

# Assay outcomes (PubChem BioAssay)
